RXFP1 antag – qHTS Assay for Antagonists of the Relaxin Receptor RXFP1. HEK293-RXFP1, relaxin-stimulated cAMP HTRF, 30 min; hits give low values. activity change, negative = inhibition, % at 57.5 µM. 350,000 tested, 0.59% active. AID 1259400, 2018;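 active means activity change of -60% or lower, but not beyond a set lower limit; inconclusive means change between -60% and -40%, or beyond the set limit; inactive means change above -40%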; further: on the % scale 0 is the no-effect control and ±100 the full control effect
Target sequence (Q9HBX9 whole entry, looked up): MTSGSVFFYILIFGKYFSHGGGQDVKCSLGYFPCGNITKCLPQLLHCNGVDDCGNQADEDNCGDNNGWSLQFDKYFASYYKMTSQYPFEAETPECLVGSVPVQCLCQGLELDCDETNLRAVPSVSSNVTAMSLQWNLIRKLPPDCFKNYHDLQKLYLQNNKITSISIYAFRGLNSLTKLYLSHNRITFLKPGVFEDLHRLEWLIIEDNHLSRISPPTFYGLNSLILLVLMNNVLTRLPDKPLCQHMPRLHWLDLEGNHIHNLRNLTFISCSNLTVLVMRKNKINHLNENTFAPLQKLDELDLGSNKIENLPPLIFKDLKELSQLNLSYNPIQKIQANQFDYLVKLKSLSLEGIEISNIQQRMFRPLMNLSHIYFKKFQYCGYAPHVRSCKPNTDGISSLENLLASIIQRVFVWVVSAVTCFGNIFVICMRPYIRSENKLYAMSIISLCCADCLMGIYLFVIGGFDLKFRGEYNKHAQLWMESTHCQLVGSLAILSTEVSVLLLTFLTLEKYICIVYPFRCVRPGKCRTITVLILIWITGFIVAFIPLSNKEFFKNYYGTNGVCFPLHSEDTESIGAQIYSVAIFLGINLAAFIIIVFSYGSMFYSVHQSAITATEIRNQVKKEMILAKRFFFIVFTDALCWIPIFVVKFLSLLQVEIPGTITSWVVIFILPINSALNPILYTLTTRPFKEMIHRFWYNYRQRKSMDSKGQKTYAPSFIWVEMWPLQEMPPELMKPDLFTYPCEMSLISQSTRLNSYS
TRHR enhancer – qHTS for Small Molecule Agonists and Allosteric Enhancers of Human TRH Receptor: Primary Screen for Enhancers; Thyrotropin-releasing hormone receptor (Homo sapiens), P34981; TRHR cells, fluo-8 calcium fluorescence, EC20 TRH enhancement; enhancement, % at 2 µM; 360,000 tested, 0.66% active; AID 493056, 2011; in the data active means enhancement above about 30%; further: 0% is about no effect
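TRHR-expressing cells loaded with fluo-8 calcium dye were read kinetically (ex 480/em 530) during compound addition, then stimulated with an EC20 of TRH (10 nM final). Enhancement of the Gq-mediated intracellular calcium response was scored.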
TRHR agonist – qHTS for Small Molecule Agonists and Allosteric Enhancers of Human TRH Receptor: Primary Screen for Agonists; activation, % at 2 µM; TRHR cells, calcium flux fluo-8, FDSS agonist mode; 360,000 tested, 0.18% active; in the data active means activation above about 30%; further: 0% is about no effect
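TRHR-expressing cells loaded with fluo-8 calcium dye; 23 nL library compound pin-transferred, kinetic FDSS fluorescence (Ex 480/Em 530) recorded about 180 s for agonist-induced calcium release, before a 10 nM TRH EC20 addition for potentiator mode.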
An asterisk follows results filed as active; ? = inconclusive; / = not tested or not shown. Not all compounds are listed, so the mix of outcomes need not match the whole.

Second line of a record – TRHR agonist | TRHR enhancer | RXFP1 antag
Clc1ccc(N2CCN(Cc3c[nH]c4ncccc34)CC2)cc1
→ 1.8 | 8 | /
CCOC(=O)CSc1nc2c(cnn2-c2ccc(C)cc2)c(=O)[nH]1
→ / | / | 17
O=C(Nc1ccccn1)C(c1ccccc1)c1ccccc1
→ / | / | -2
CCn1ncc(C(=O)Nc2ccc([N+](=O)[O-])cc2OC)c1C
→ / | / | 2
COC(=O)C[C@H]1C[C@H]2c3cc(NC(=O)Nc4ccc(C(F)(F)F)cc4)ccc3O[C@H]2[C@@H](CO)O1
→ / | / | -1
C/C(=N\Nc1cc(Cl)nc(C)n1)c1ccc(C)cc1
→ / | / | -3
CCN(CC)S(=O)(=O)c1ccc(N2CCOCC2)c(NC(=O)c2cc(Cl)c3c(c2)OCO3)c1
→ / | / | -4
C[C@H]1COC[C@@H](C/C=C/c2ccccc2)N1c1ccccc1
→ / | / | -12
C[C@@H](O)[C@H]1C(=O)N2C(C(=O)O)=C(SCCN=CN)C[C@H]12
→ / | / | 12
COc1ccc2c(CC(=O)Nc3ccc4nc(N5CCOCC5)sc4c3)coc2c1
→ / | / | -1
COc1ccc([C@H]2C[C@@H](n3cc(COC(=O)c4ccccc4)nn3)[C@H](O)CN2CC2CCCCC2)cc1
→ / | / | 2
CCOC(=O)C1=C(C)OC(=CC=Cc2ccccc2)C1=O
→ / | / | -8
CCCCNc1nnc(SCC(=O)c2c(N)n(C3CC3)c(=O)[nH]c2=O)s1
→ / | / | -5
CC12CCC3(CC1CCC1OC12)OCCO3 (stereo not drawn)
→ / | / | -9
COc1ccccc1N1CC(C(=O)Nc2ccc(C)c(S(=O)(=O)N3CCOCC3)c2)CC1=O (stereo not drawn)
→ / | / | -3

Continued; it opens with the 2 that closed the last part.
Second line of a record – TRHR agonist | TRHR enhancer | RXFP1 antag
CC12CCC3(CC1CCC1OC12)OCCO3 (stereo not drawn)
→ / | / | -9
COc1ccccc1N1CC(C(=O)Nc2ccc(C)c(S(=O)(=O)N3CCOCC3)c2)CC1=O (stereo not drawn)
→ / | / | -3
CC1(C)Cc2c(cnn2-c2ccc(F)cc2)C(NC(=O)c2cnccn2)C1 (stereo not drawn)
→ / | / | -5
CCN(C(=O)CSc1n[nH]c(N)n1)c1cccc2ccccc12
→ / | / | 6
C=CCNC(=O)CSc1nnc(-c2cccc(S(=O)(=O)N3CCOCC3)c2)o1
→ / | / | -1
C[C@H](CO)N1C[C@H](C)[C@@H](CN(C)Cc2cccc(F)c2)Oc2cc(-c3cccc(C#N)c3)ccc2S1(=O)=O
→ / | / | 0
Nc1cc2c(cc1Cl)-c1ccc(Cl)cc1C2
→ / | / | -9
CSc1nc(N)nc2c1ncn2Cc1ccccc1
→ / | / | -1
CC(=O)C1(O)CCC2C3CCC4CC(O)CCC4(C)C3C(=O)CC21C (stereo not drawn)
→ / | / | 8
O=C(COC(=O)c1cccc(Br)c1)NC1CCCCCCC1
→ / | / | 5
CN(C(=O)C1CCCCN1S(=O)(=O)c1ccccc1)c1ccccc1 (stereo not drawn)
→ / | / | 12
COc1ccc(OC(=O)COc2ccccc2C)cc1
→ / | / | 1
C[C@@H]1CCCCO[C@@H](CN(C)C(=O)CCCN(C)C)[C@@H](C)CN([C@H](C)CO)C(=O)c2cc(NC(=O)CCC(F)(F)F)ccc2O1
→ / | / | 8
COc1ccccc1NC(=O)COC(=O)Cn1c(C)csc1=O
→ / | / | 6
Cc1ccnc(N2CCN(c3cc(C)c(C#N)c4nc5ccccc5n34)CC2)c1
→ / | / | 0
CCC[C@H]1CN(c2ccc(OC)cc2)C(=O)[C@@H]1CC(=O)NC
→ / | / | 5
O=C(COC(=O)c1cccc(Br)c1)Nc1cccc(S(=O)(=O)N2CCCCC2)c1
→ / | / | 1

The list continues.
Second line of a record – TRHR agonist | TRHR enhancer | RXFP1 antag
O=C(COC(=O)CSc1ccc(Cl)cc1)Nc1ccc2[nH]c(=O)[nH]c2c1
→ / | / | 1
O=C(CCCC(=O)NN=Cc1cccc(O)c1)NN=Cc1cccc(O)c1
→ / | / | -6
CCSc1nsc(NC(=O)Nc2ccccc2Cl)n1
→ / | / | -10
C[C@H]1CN([C@@H](C)CO)S(=O)(=O)c2ccc(Br)cc2O[C@H]1CN(C)C(=O)C1CCC1
→ / | / | 7
CC(C)CNC(=O)c1cc2nc(C3CC3)cc(C(F)(F)F)n2n1
→ / | / | 3
CN(Cc1ccccc1)C(=O)COC(=O)c1ccc(Br)c(S(=O)(=O)N2CCOCC2)c1
→ / | / | -1
Cc1ccc(C(=O)OCc2cc(=O)n3ccsc3n2)s1
→ / | / | -1
Cc1cc(NC(=O)CSc2nnc3ccc(-c4ccccc4)nn23)no1
→ / | / | 3
CCN1CCN(C(=O)/C=C/c2ccc(F)cc2)CC1
→ / | / | -10
Cc1ccc(NC(=O)CNC(=O)c2ccc(C(C)(C)C)cc2)cc1S(=O)(=O)N1CCOCC1
→ / | / | -4
Cc1ccc2c(=O)n3c(nc2c1)C(C)NC(=O)c1cccnc1-3 (stereo not drawn)
→ / | / | 3
O=C(COC(=O)C12CC3CC(CC(C3)C1)C2)NCc1ccccc1
→ / | / | -1
Cc1cccc(-c2cc3nc4c(c(N5CCC6(CC5)OCCO6)n3n2)CCCC4)c1
→ / | / | -18
COc1ccccc1S(=O)(=O)N(C)C[C@H]1OCc2cn(nn2)CCCC(=O)N([C@H](C)CO)C[C@@H]1C
→ / | / | -6
O=[N+]([O-])c1ccccc1C=NN1CCCCCC1
→ / | / | -21

Next section
Second line of a record – TRHR agonist | TRHR enhancer | RXFP1 antag
COc1ccc(NC(=S)NNC(=O)c2ccco2)c(OC)c1
→ / | / | 3
COc1ccc(CCc2cc(OC)c(OC)c(OC)c2)cc1
→ / | / | -5
O=S(=O)(O)c1cc(O)c2ccc(Nc3ccccc3)cc2c1
→ / | / | -3
CCN(CC)C(=O)C1=C(C)N(CCCN2CCCC2=O)C(=O)C(CC(=O)NCCCN(C)C)C1 (stereo not drawn)
→ / | / | -2
Cc1ccc(NC(=O)COC(=O)[C@@H]2CC(O)CN2S(=O)(=O)c2ccc3c(c2)OCCO3)cc1 (stereo partly drawn)
→ / | / | 1
Cn1c2c(c(=O)n(C)c1=O)C1(C(=O)Nc3ccccc31)C(C#N)=C(N)O2 (stereo not drawn)
→ / | / | 6
C[C@H]1CN([C@@H](C)CO)C(=O)CCCn2cc(nn2)CO[C@@H]1CN(C)S(=O)(=O)c1ccc(Cl)cc1
→ / | / | -10
Cc1ccc([C@H]2C[C@@H](O)[C@H](n3cc(COC(=O)c4ccccc4)nn3)CN2CC2CCCCC2)cc1
→ / | / | -1
Nc1cc(Cl)cc2c1-c1ccc(Cl)cc1C2O (stereo not drawn)
→ / | / | 5
Cc1noc(C)c1NC(=O)N(C)C[C@@H]1OCc2cnnn2CCCC(=O)N([C@@H](C)CO)C[C@@H]1C
→ / | / | -2
COc1ccc(S(=O)(=O)N2CCc3ccccc32)cc1C(=O)Nc1cc(S(C)(=O)=O)ccc1Cl
→ / | / | 4
CC1=C(C(=O)N2CCOCC2)CC(CC(=O)NCCc2ccccn2)C(=O)N1Cc1ccc(F)cc1 (stereo not drawn)
→ / | / | -4
CCCCn1c(N)c(N(CCOC)C(=O)CCS(=O)(=O)c2ccc(C)cc2)c(=O)[nH]c1=O
→ / | / | -1
COc1ccc(CNC(=O)COC(=O)c2cccn2C)cc1
→ / | / | 0
Cc1ccccc1NS(=O)(=O)c1ccc(S(=O)(=O)N2CCCC2)cc1
→ / | / | 6

Later entries:
Second line of a record – TRHR agonist | TRHR enhancer | RXFP1 antag
C[C@H]1CN([C@@H](C)CO)C(=O)c2cc(Br)cnc2O[C@H]1CN(C)S(=O)(=O)c1ccccc1F
→ / | / | 14
COc1ccc(NC(=S)NCCN2CCOCC2)c(OC)c1
→ / | / | -7
CC1CCCC(C)N1C(=O)COC(=O)c1ccccc1C(=O)c1ccccc1 (stereo not drawn)
→ / | / | 5
CCOc1ncccc1C(=O)OCC(=O)NCc1ccc(C(=O)OC)cc1
→ / | / | 3
CC(Oc1cccc(Br)c1)C(=O)NNC(=O)c1ccccn1 (stereo not drawn)
→ / | / | -6
CCN(CC)CCC(=O)N1C/C(=C/c2ccccc2)C(=O)/C(=C\c2ccccc2)C1
→ / | / | ?
O=C(NCCc1c[nH]c2ccccc12)c1ccc(Br)o1
→ / | / | -3
CCc1nc(NCC2CC2)c2nnn(Cc3ccccc3)c2n1
→ / | / | -3
Cc1cccc(C(C)C)c1NC(=O)CSc1ncnc2[nH]ncc12
→ / | / | 1
CC(C)(C)NC1=NCCNC(c2ccccc2)=C1
→ / | / | 1
O=C(C=Cc1ccccc1)c1c[nH]c2ccccc2c1=O
→ / | / | -20
CC(C)(C)OC(=O)N1CCc2onc(-c3ccc(Br)cc3)c2C1=O
→ / | / | -16
CSc1ncccc1C(=O)NCC(c1ccco1)N1CCCCC1 (stereo not drawn)
→ / | / | -7
CC(C)CN1CCN(CCCOC(=O)Nc2cccc3ccccc23)CC1C (stereo not drawn)
→ / | / | 8
O=C(CSc1nc2ccccc2c(=O)n1-c1ccc(F)cc1F)NC1CC1
→ / | / | 6

(more compounds)
Second line of a record – TRHR agonist | TRHR enhancer | RXFP1 antag
CCOC(=O)C1(C(=O)OCC)NC(=O)CC1CC (stereo not drawn)
→ / | / | -3
CCc1cc(-c2nnn(CCC3COCCO3)c2CC)cc(CC)c1-c1cn(Cc2ccccc2)nn1 (stereo not drawn)
→ / | / | 10
NC(=O)C1(Nc2ccc(-c3ccc(Cl)cc3)cc2)CCCC1
→ / | / | -8
Cn1nnnc1SCC(=O)Nc1cc(S(=O)(=O)N2CCCCC2)ccc1Cl
→ / | / | 14
CC1CN(C=O)CC(C)N1CCN1C(C)CN(C=O)CC1C (stereo not drawn)
→ / | / | -2
CC(C)(C)NC(=O)C(c1ccc(O)cc1)N(Cc1ccc2c(c1)OCO2)C(=O)CCl (stereo not drawn)
→ / | / | -7
O=C(Nc1ccc([N+](=O)[O-])cc1Cl)c1cccc([N+](=O)[O-])c1
→ / | / | 1
Cc1ccc(C(=O)OCC(=O)NCc2ccc3c(c2)OCO3)o1
→ / | / | -1
O=C(CSc1nnc2ccccn12)Nc1ccccc1Cl
→ / | / | -3
COc1cccc(CN(C)C(=O)c2ccc(Cl)c(S(=O)(=O)N3CCCCCC3)c2)c1OC
→ / | / | 9
COc1ccc(OC)c(CN2CCN(Cc3ccc(OC)c(OC)c3OC)CC2)c1
→ / | / | -1
Cc1ccccc1N=C1C(=O)Nc2ccccc21
→ / | / | 0
COc1ccccc1C(=O)NCCC(=O)NCCOc1ccc(C)cc1
→ / | / | 1
Cc1ccc2nc3c(cc(C(=O)NCc4ccccc4)c(=N)n3CCCn3ccnc3)c(=O)n2c1
→ / | / | -4
CCOc1cccc(C(=O)Nc2cnn(Cc3ccccc3)c2)c1
→ / | / | -5
CC(=O)Nc1ccc2nc(N)sc2c1
→ / | / | 3

Compounds above containing an aryl thioether with sulfur outside any ring (13):
Second line of a record – TRHR agonist | TRHR enhancer | RXFP1 antag
CCOC(=O)CSc1nc2c(cnn2-c2ccc(C)cc2)c(=O)[nH]1
→ / | / | 17
CCCCNc1nnc(SCC(=O)c2c(N)n(C3CC3)c(=O)[nH]c2=O)s1
→ / | / | -5
CCN(C(=O)CSc1n[nH]c(N)n1)c1cccc2ccccc12
→ / | / | 6
C=CCNC(=O)CSc1nnc(-c2cccc(S(=O)(=O)N3CCOCC3)c2)o1
→ / | / | -1
CSc1nc(N)nc2c1ncn2Cc1ccccc1
→ / | / | -1
O=C(COC(=O)CSc1ccc(Cl)cc1)Nc1ccc2[nH]c(=O)[nH]c2c1
→ / | / | 1
CCSc1nsc(NC(=O)Nc2ccccc2Cl)n1
→ / | / | -10
Cc1cc(NC(=O)CSc2nnc3ccc(-c4ccccc4)nn23)no1
→ / | / | 3
Cc1cccc(C(C)C)c1NC(=O)CSc1ncnc2[nH]ncc12
→ / | / | 1
CSc1ncccc1C(=O)NCC(c1ccco1)N1CCCCC1 (stereo not drawn)
→ / | / | -7
O=C(CSc1nc2ccccc2c(=O)n1-c1ccc(F)cc1F)NC1CC1
→ / | / | 6
Cn1nnnc1SCC(=O)Nc1cc(S(=O)(=O)N2CCCCC2)ccc1Cl
→ / | / | 14
O=C(CSc1nnc2ccccn12)Nc1ccccc1Cl
→ / | / | -3

From PubChem
